# Source: PubChem BioAssay (several laboratories)
# LYP phosphatase = inhibitors of LYP phosphatase, biochemical, fluorescence intensity, uHTS (AID 1779). one-dose inhibition, % at 11.5 µM; IC50 in µM for titrated hits. 290,000 compounds, 0.054% hits. recombinant LYP phosphatase, fluorescence intensity; higher % means a stronger effect; in the data active means inhibition above about 50%;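 further: plate controls were vehicle with enzyme for no effect and no enzyme for full effect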
# XIAP displacement = small molecules displacing peptide from XIAP – biochemical, IAP family, fluorescence polarization (AID 1018); 200,000 compounds, 0.007% hits; XIAP BIR domain, fluorescence polarization peptide displacement; higher % means a stronger effect; one-dose displacement, % at 20 µM; IC50 in µM for titrated hits; in the data active means displacement above about 50%; further: a part of the inactive calls stands beside numbers as strong as those of hits
# MgcRacGAP inhibition = MgcRacGAP GTPase-activating activity inhibitors, confirmation, biochemical, ADP Hunter fluorescence; inhibition, % at 30 µM, or IC50 in µM where a hit was titrated; MgcRacGAP-stimulated Rac1 GTP hydrolysis, ADP Hunter fluorescence; higher % means a stronger effect; GST-tagged Rac1 F28L mutant substrate; 340,000 compounds, 0.6% hits; AID 624330;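 active means first-screen hits whose inhibition reached a set limit at any dose in the follow-up dose series; inconclusive means inhibition above the set first-screen limit but never retested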;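 further: fluorescence reports GDP produced by GAP-driven GTP hydrolysis; strong numbers were not always called active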
# Siah-1 displacement = blockers of Siah-1 interaction with plectin peptide – biochemical, fluorescence polarization, rhodamine-plectin, uHTS, primary screen (AID 1817). Siah-1 / rhodamine-plectin peptide fluorescence polarization; higher % means a stronger effect. displacement, % at 20 µM; hits with a dose series show IC50 in µM. 290,000 compounds, 0.02% hits;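 active means displacement of at least 50% at 20 µM, with a fluorescence ratio check between 0.3 and a set limit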;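 further: plate controls were Siah plus tracer with DMSO for no effect and tracer alone without Siah for full effect; strong numbers were not always called active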
# SV40 large T antigen = TAg ATPase/helicase activity blockers – biochemical (AID 1903). 310,000 compounds, 0.39% hits. one-dose inhibition, % at 20 µM; IC50 in µM for titrated hits. SV40 large T antigen ATPase/helicase inhibition assay; higher % means a stronger effect; in the data active means a potency from the dose series; inconclusive means inhibition mostly from about 32% at the one dose, without a potency; inactive means the rest, 99 in 100 with inhibition below about 32%; further: strong numbers were not always called active
# AID2073 = disruptors of CaV2.2 binding to Mint1 – biochemical, HTRF (AID 2073). HTRF protein-protein interaction, Mint1-CaV2.2; higher % means a stronger effect. inhibition, % at 20 µM, or IC50 in µM where a hit was titrated. 290,000 compounds, 0.19% hits; in the data active means inhibition mostly above about 51%, no sharp cut-off; inconclusive means no clear call, values can overlap the other calls; inactive means mostly below about 53%; further: some results filed as inactive read as strong as hits
# RSV antiviral HEp-2 = RSV antiviral activity via CPE protection, HEp-2 cells, primary 10 µM value included (AID 2391); one-dose CPE inhibition, % at 10 µM; IC50 in µM for titrated hits; HEp-2 cells, RSV-induced CPE inhibition; higher % means a stronger effect; 310,000 compounds, 0.13% hits; in the data active means a potency from the dose series; inconclusive means CPE inhibition mostly from about 23% at the one dose, without a potency; inactive means the rest, 99 in 100 with CPE inhibition below about 21%; further: strong numbers were not always called active
# NS5 inhibitors = Dengue-2 NS5 methyltransferase inhibitors, primary screen, biochemical, confirmation dose response (AID 588689); Dengue-2 NS5 methyltransferase capping enzyme assay, biochemical; higher % means a stronger effect; inhibition, % at 25 µM; hits with a dose series show IC50 in µM; 340,000 compounds, 0.3% hits; in the data active means a potency from the dose series; inconclusive means inhibition above about 29% without an active follow-up result
# HIV fusion peptide = cell-free HIV fusion peptide-binding blockers – biochemical, uHTS, fluorescence dequenching, primary screen (AID 1986) | 290,000 compounds, 0.3% hits | inhibition, % at 20 µM; hits with a dose series show IC50 in µM | cell-free peptide binding, fluorescence dequenching, 30 min; higher % means a stronger effect; in the data active means inhibition mostly above about 52%, no sharp cut-off; inactive means mostly below about 76%; further: some results filed as inactive read as strong as hits
# NS5 inhibitors pilot replicate = further read-out of NS5 inhibitors, marked with its call; inhibition, %; measured here: pilot screen replicate inhibition
# * = called active by the depositor; ? = inconclusive; / = not tested or not shown; & = joins results of further samples. Hits appear at their usual frequency; 1.7% or so of the library scored in one or more.
SMILES,LYP phosphatase,XIAP displacement,MgcRacGAP inhibition,Siah-1 displacement,SV40 large T antigen,AID2073,RSV antiviral HEp-2,NS5 inhibitors,HIV fusion peptide,others
CC1CCN(C(=O)C2CCCN2S(=O)(=O)c2ccc(Cl)cc2)CC1 (configuration not stated),-7%,/,2%,-1%,1%,7%,0.5%,-6%,0.0%,
CCc1noc(C)c1C(=O)N1CCCSC1=Nc1ccccc1OC,/,/,12%,/,20%,/,0.2%,8%,/,
O=C(CCc1ccccc1)Nc1nccs1,-8%,/,24%,-1%,-2%,17%,-0.2%,/,-1.8%,
COc1cc(C(=O)NCCC(=O)NC(C)C)cc(OC)c1OC,-2%,-8.1%,-1%,1%,0%,-4%,-1.3%,-4%,-0.9%,
Cc1ccc(-n2nc3c(=O)n(CC(=O)NC4CCCCCC4)nc(C)c3c2C)cc1,-11%,/,8%,0%,3%,10%,4.4%,6%,-1.4%,
Cc1ccc(S(=O)(=O)Nc2ccccc2/C=N/c2nc3ccccc3n2C(C)C)cc1,-1%,-9.8%,6%,-3%,12%,12%,22%,0%,4.0%,
CCCCn1c(N)c(N(CCOC)C(=O)Cn2c(=O)oc3ccccc32)c(=O)[nH]c1=O,/,/,5%,/,6%,/,1.4%,-4%,/,
c1nc(NC2CCCCC2)c2[nH]cnc2n1,-2%,2.7%,5%,4%,17%,-4%,11%,-4%,1.8%,NS5 inhibitors pilot replicate=3.0
CC(Sc1nnc2c(n1)[nH]c1ccccc12)C(=O)NC1CCCCC1 (configuration not stated),-6%,/,7%,10%,1%,5%,0.9%,3%,2.2%,
Cc1n[nH]c(C)c1CCCCOc1ccccc1F,-10%,/,9%,12%,1%,12%,9.7%,-10%,0.7%,
COC(=O)C1=C(C)NC(=O)/C1=C\c1cc(C)n(-c2cccc(C)c2)c1C,4%,-2.5%,13%,4%,5%,1%,32%,25%,1.2%,
O=C(c1ccncc1)N1N=C(C2CCCCC2)CC1(O)C(F)(F)F (configuration not stated),-7%,-3.4%,/,1%,18%,4%,1.9%,/,3.7%,
CCC(C)NC(=O)c1nn(C)c(=O)c2ccccc12 (configuration not stated),-3%,-4.9%,-8%,5%,5%,2%,0.4%,3%,1.8%,
O=C(OCC1OC(n2cc(Br)c(=O)[nH]c2=O)C(Br)C1O)c1ccccc1 (configuration not stated),-1%,/,7%,3%,12%,11%,1.3%,-5%,1.2%,
CCC(C)(C)NC(=O)COc1ccc(C(=O)c2ccccc2)cc1,-6%,-3.8%,11%,5%,3%,0%,-0.8%,-5%,-0.9%,
CCOc1ccccc1N1CC(C(=O)Nc2ccc(S(=O)(=O)N3CCCCC3)cc2)CC1=O (configuration not stated),/,/,7%,/,8%,/,2.0%,-5%,/,
COc1nc2ccccc2nc1OC,-4%,-5.6%,-1%,2%,26%,-4%,1.9%,1%,0.6%,
O=c1c(C(c2ccccc2)c2c(O)sc3ccccc3c2=O)c(O)sc2ccccc12,3%,-43%,3%,24%,6%,15%,2.5%,-5%,-2.1%,
Cc1ccccc1CSc1nc(-c2ccccc2)cc(=O)[nH]1,-1%,-15%,5%,4%,-2%,12%,0.9%,-1%,0.2%,
CCN(CC(O)COc1ccc(OCC(O)CN(CC)C2CCCCC2)cc1)C1CCCCC1 (configuration not stated),/,/,11%,/,8%,/,-0.8%,5%,/,
CCOc1ccc(C2N(c3ccc(F)cc3)C(=O)C3CCCN32)cc1 (configuration not stated),-3%,-4.2%,5%,-2%,0%,-6%,1.0%,1%,0.3%,
NS(=O)(=O)c1ccc(N2CCCC2=O)c([N+](=O)[O-])c1,-4%,-3.0%,6%,3%,6%,8%,-1.3%,-8%,-0.8%,
C/C(=N\NC(=O)c1ccc(N(C)C)cc1)c1cccnc1,0%,/,3%,-2%,14%,8%,1.2%,-7%,-2.0%,
CC(=O)N(Cc1cc(=O)[nH]c2ccccc12)c1ccccc1C,-6%,/,/,0%,23%,21%,4.2%,1%,-0.7%,
C#CCOc1c(Cl)cc(/C=N/O)cc1OC,0%,-5.6%,2%,2%,-62%,0%,6.4%,-1%,-1.0%,
SMILES,LYP phosphatase,XIAP displacement,MgcRacGAP inhibition,Siah-1 displacement,SV40 large T antigen,AID2073,RSV antiviral HEp-2,NS5 inhibitors,HIV fusion peptide,others
CCOc1ccc(Nc2oc(-c3cccs3)nc2C#N)cc1,4%,-16%,-1%,2%,1%,7%,-1.5%,-3%,-1.7%,
CCCCCCC1CC(C)(C(=O)CNc2nncs2)OC1=O (configuration not stated),-4%,-5.0%,8%,-1%,1%,3%,0.0%,-3%,1.6%,
CC1(O)CC(c2ccc(Cl)cc2)=NN1C(=O)c1ccc(Cl)cc1 (configuration not stated),-6%,/,-1%,-2%,4%,-4%,12%,-16%,0.4%,
CCOC(=O)c1ccc(-n2ccnc2)c(NC(=O)c2ccc(C(C)(C)C)cc2)c1,7%,-0.1%,0%,-3%,4%,14%,1.3%,-4%,2.5%,
O=C(c1ccc(CS(=O)c2cccc(Cl)c2)o1)N1CCN(c2ccccn2)CC1 (configuration not stated),-8%,/,3%,5%,3%,7%,3.1%,-6%,0.1%,
O=c1[nH]c(/C=C/c2cccc3ccccc23)nc2ccccc12,-3%,-3.5%,6%,-2%,6%,30%,0.8%,-18%,1.7%,
COc1ccc(NS(=O)(=O)c2ccc(Cl)c(NC(=O)c3cccnc3Cl)c2)cc1,-6%,/,7%,-2%,9%,34%,0.5%,-6%,-0.3%,
Cc1ccc(NC(=O)C(C)N2C(=O)c3ccccc3C2=O)cc1S(=O)(=O)N1CCOCC1 (configuration not stated),-6%,-2.5%,-2%,2%,9%,3%,/,-8%,-1.8%,
COc1ccccc1NC(=O)C(=O)N1CCCC1,-1%,-6.1%,11%,-3%,24%,8%,-0.2%,-8%,-0.7%,
O=C(CSc1nc(C2CCCCC2)n(-c2ccccc2)n1)NCCN1C(=O)CSC1=O,1%,-5.8%,11%,-3%,-3%,-9%,1.1%,-3%,-1.1%,
COc1cc(N2C(=O)c3ccccc3C2=O)c(Cl)cc1C(=O)OCC(=O)NCc1ccco1,-10%,-3.0%,8%,2%,13%,12%,0.3%,-5%,-0.4%,
O=c1n(CCCN2CCN(c3cccc(Cl)c3)CC2)nc2ccccn12,-4%,-6.0%,4%,2%,15%&12%,27%,-0.3%,-4%,-0.1%,
CCOC(=O)c1[nH]c(C)c(CN(Cc2ccco2)C(=O)C(F)(F)F)c1C,3%,1.0%,4%,4%,-2%,0%,1.6%,-2%,-1.9%,
S=C(N/N=C/c1cccc2ccccc12)Nc1cccc(Cl)c1,-1%,/,1%,-1%,11%,-6%,21%,-3%,-1.0%,
Cc1nc(Cl)sc1C(=O)Nc1ccc(C(F)(F)F)cc1,-11%,/,-2%,-8%,2%,19%,-1.1%,-10%,-1.0%,
Fc1ccc(-n2nnc(-c3nccs3)n2)cc1,-5%,-0.6%,8%,1%,9%,1%,-0.3%,4%,0.7%,
COc1ccc(C(=O)Nc2ccc(S(=O)(=O)Nc3onc(C)c3C)cc2)cc1OC,-7%,-2.7%,-7%,-2%,0%,42%,1.4%,1%,-0.8%,
CC1CN(C(=O)/C(=C/c2ccco2)NC(=O)c2ccccc2)CC(C)O1 (configuration not stated),-4%,/,3%,4%,4%,4%,1.9%,4%,-0.3%,
Cc1cc(C)n(CCC(=O)N2CCCC(Nc3ccc(F)cc3)C2)n1 (configuration not stated),-2%,/,10%,-4%,20%,4%,1.9%,-8%,3.5%,
CC(C)CCNC(=O)C1CC(c2ccc(C(F)(F)F)cc2)=NO1 (configuration not stated),2%,/,1%,5%,11%,0%,0.2%,7%,1.1%,
CCOC(=O)C1=C(SCC)c2cc3c(n2C1=O)CCCC3,0%,-6.0%,9%,8%,11%,2%,0.7%,-4%,3.4%,
CCOc1ccc(S(=O)(=O)NCCC(=O)Nc2ncccc2C)cc1,-7%,/,3%,-3%,2%,12%,2.3%,-7%,-0.3%,
Cc1cc(SCC(=O)N2CCCC2=O)nc2c(C)cccc12,/,/,-3%,/,0%,/,0.1%,-3%,/,
CCOC(=O)c1nc(Nc2ccccc2)c2ccccc2n1,-7%,2.1%,-2%,1%,4%,9%,0.5%,-8%,4.2%,
COc1ccccc1/C=C(\NC(=O)c1ccc(OC)c(OC)c1)C(=O)Nc1cc([N+](=O)[O-])ccc1C,0%,0.3%,11%,0%,5%,24%,0.1%,6%,0.0%,
COc1ccc(CNC(=O)CCS(=O)(=O)c2ccc(Br)cc2)cc1,-4%,/,3%,49%,2%,17%,1.1%,-11%,0.1%,
Cc1ccc(OC(=O)CCS(=O)(=O)c2ccc(C)cc2)cc1,-9%,/,?,-6%,19%,5%,0.9%,-9%,-2.3%,
CCNc1cc(N2CCN(S(=O)(=O)c3ccc4c(c3)CCCC4)CC2)ccc1[N+](=O)[O-],13%,-4.2%,3%,0%,7%,8%,-0.1%,-5%,0.3%,
CN(C)CCNC(=O)c1cc2c(s1)-c1ccc(Cl)cc1SC2,-13%,/,14%,-1%,15%,42%,-2.5%,-2%,-1.8%,
